Bioassay records (PubChem)
RAM network inh: inhibitors of the yeast RAM network, primary screen, dse1pr::URA3 reporter, 5-FOA selection. 190,000 compounds, 1.8% hits. inhibition, % at 50 µM. AID 868, 2007. S. cerevisiae dse1pr::URA3 reporter, 5-FOA growth OD615, 2 d; analog-sensitive cbk1-as2 kinase mutant strain;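 active = inhibition above a set limit, 3 SD over mean compound inhibition, cut at about 8.4% in these data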;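 also: 0% = DMSO-only wells with no growth and 100% = 10 µM 1-NA-PP1 full growth; inhibition rescues growth on 5-FOA so higher OD means more RAM inhibition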
DTT redox prof: compounds producing H2O2 with reducing agent – biochemical, NIH compound library profiling, artefact control for MLSCN library redox annotation, primary screen; DTT-dependent redox cycling H2O2, phenol red/HRP absorbance; 100% = 100 µM peroxide control, 0% = buffer; activation, % at 10 µM; 200,000 compounds, 0.03% hits;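 active = activation of at least 50% relative to the plate's high and low controls in the primary single-dose screen; inactive = activation below 50%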;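 also: compound incubated with DTT at 0.8 mM final as the reducing agent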
Lmaj promast: Leishmania major promastigote growth inhibition, primary screen; Leishmania major promastigotes, resazurin fluorescence viability; inhibition, % at 10 µM; 200,000 compounds, 9% hits; AID 1063, 2008; in the data active = inhibition above about 50%;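 also: promastigotes grown with compound for 44 hours at 28 °C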
PMI act: activators of human PMI, primary screen, biochemical, fluorescence intensity, near-Km mannose 6-phosphate; Mannose-6-phosphate isomerase (Homo sapiens), P34949; purified human PMI, coupled resazurin fluorescence, 20 min; hits give high values; 1 = vehicle control, 0 substrate-free wells; activation factor at 20 µM; 190,000 compounds, 0.005% hits; AID 1214, 2008;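 active = activation factor of 2 or more at 20 µM, relative to plate controls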
Target sequence (P34949 whole entry, looked up): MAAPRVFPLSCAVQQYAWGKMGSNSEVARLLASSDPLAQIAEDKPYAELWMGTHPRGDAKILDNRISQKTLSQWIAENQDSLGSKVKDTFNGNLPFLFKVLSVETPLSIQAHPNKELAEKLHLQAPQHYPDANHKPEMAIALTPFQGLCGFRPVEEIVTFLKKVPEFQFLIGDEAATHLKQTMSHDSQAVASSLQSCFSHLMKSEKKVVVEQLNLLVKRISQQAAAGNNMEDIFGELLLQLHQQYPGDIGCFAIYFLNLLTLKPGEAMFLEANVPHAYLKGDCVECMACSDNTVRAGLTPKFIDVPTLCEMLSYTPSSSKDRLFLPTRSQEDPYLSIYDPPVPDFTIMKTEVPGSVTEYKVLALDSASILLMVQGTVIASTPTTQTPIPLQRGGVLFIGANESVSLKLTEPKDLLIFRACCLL
TNAP inh no acc: human TNAP enzyme inhibitors, primary screen, biochemical, luminescent, no phosphate acceptor, uHTS | Alkaline phosphatase, tissue-nonspecific isozyme (Homo sapiens), P05186 | purified TNAP, CDP-star luminescence, 30 min | inhibition, % at 20 µM | 200,000 compounds, 0.26% hits | AID 1012, 2008;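 active = tissue-nonspecific alkaline phosphatase inhibition above about 50% at 20 µM in the single-dose screen, limit read from the data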;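 also: 0% = DMSO negative control and 100% = EDTA positive control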
S1P3 antagonist: S1P3 receptor antagonists, primary screen, cell-based | CHO S1P3 NFAT-BLA reporter, FRET fluorescence, antagonist mode | Sphingosine 1-phosphate receptor 3 (Homo sapiens), Q99500 | inhibition, % at 4.98 µM | 170,000 compounds, 0.27% hits;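 active = inhibition above the plate cutoff, the mean inhibition of test wells on that plate plus 3 SD, cut at about 28% in these data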;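 also: cells challenged with S1P at its EC80 of 0.8 µM; blue over green emission ratio from cleaved BLA substrate after 4 h stimulation; 0% = S1P-stimulated wells and 100% = unstimulated DMSO-only wells; some compounds past the cut are filed as inactive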
Target sequence (Q99500 whole entry, looked up): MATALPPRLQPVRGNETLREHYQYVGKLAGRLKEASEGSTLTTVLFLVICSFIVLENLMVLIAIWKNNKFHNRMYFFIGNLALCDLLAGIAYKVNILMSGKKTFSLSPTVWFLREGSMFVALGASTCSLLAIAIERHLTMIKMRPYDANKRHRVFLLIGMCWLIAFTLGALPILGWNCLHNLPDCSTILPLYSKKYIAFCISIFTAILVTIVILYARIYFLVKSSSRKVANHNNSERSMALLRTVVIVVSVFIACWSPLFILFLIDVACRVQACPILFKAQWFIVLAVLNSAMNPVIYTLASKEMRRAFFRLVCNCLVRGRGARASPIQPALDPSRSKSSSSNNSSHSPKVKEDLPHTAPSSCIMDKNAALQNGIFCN
TNAP inh hiacc: human TNAP enzyme inhibitors, primary screen, biochemical, luminescent, high phosphate acceptor level, uHTS; Alkaline phosphatase, tissue-nonspecific isozyme (Homo sapiens), P05186; 200,000 compounds, 0.03% hits; inhibition, % at 20 µM; purified TNAP, CDP-star luminescence, 1 M DEA;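 active = over 50% inhibition of tissue-nonspecific alkaline phosphatase at 20 µM in the single-dose screen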;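 also: plate controls were DMSO wells for no effect and EDTA-quenched wells as full inhibition for full effect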
PMI act satM6P: human PMI activators, high substrate, primary screen, biochemical, fluorescence intensity, near-saturating mannose 6-phosphate; Mannose-6-phosphate isomerase (Homo sapiens), P34949; coupled PMI enzyme assay, resazurin fluorescence, 20 min; hits give high values; 1 = untreated enzyme, 0 = substrate-free blank; activation factor at 20 µM; 190,000 compounds, 0.34% hits; AID 1216, 2008;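 active = activation factor of 2 or more at 20 µM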
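Test system: human PMI in coupled enzyme assay; Input: PMI at 15 ng/mL final; Medium: HEPES buffer, pH 7.4; Schedule: 20 min incubation at room temperature; Technique: resorufin fluorescence at Ex 544/Em 590 nm; Compound: 20 µM single dose; Probe or stimulus: Near-saturating mannose-6-phosphate, 1.0 mM.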
Hsp70 activator: Hsp70 transcriptional activators, primary screen, cell-based, HeLa, Hsp70 promoter luciferase, luminescence, 10 µM; HeLa Hsp70 promoter luciferase reporter; scaled: vehicle 0, proteasome-inhibitor control 100%; activation, % at 10 µM; 200,000 compounds, 0.04% hits;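 active = activation above the mean across all tested compounds plus 3 SD, cutoff set per campaign, cut at about 5.5% in these data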;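 also: 100% = MG132 at 30 µM as the positive control and 0% = DMSO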
HMGR II inh: inhibitors of E. faecalis class II HMGR, primary screen, biochemical, Enterococcus faecalis; AID 1066, 2008; purified E. faecalis HMGR, NADPH absorbance 340 nm kinetic; inhibition, % at 10 µM; HMG-CoA reductase (Enterococcus faecalis, mvaE); 190,000 compounds, 0.41% hits;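 active = inhibition above a set limit, the median over all tested compounds plus 3 SD, cut at about 9.5% in these data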;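 also: enzyme runs in reverse so mevalonate oxidation gives rising NADPH absorbance; 0% = complete reaction with DMSO and 100% = background rate lacking mevalonate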
An asterisk follows results filed as active; . = not tested or not shown.

SMILES	RAM network inh	DTT redox prof	Lmaj promast	PMI act	TNAP inh no acc	S1P3 antagonist	TNAP inh hiacc	PMI act satM6P	Hsp70 activator	HMGR II inh
CC(C)Oc1cccc(C(=O)Nc2ccc(Br)cc2F)c1	0.2	0.5	3	1	-5	2	-3	1.1	-0.2	-6
O=C1CCCC(c2ccccc2)N1 (centres undefined)	0.4	-0.3	-1	1.1	-9	-8	-3	1.1	-0.2	0
COc1cccc(CNc2ccc(S(N)(=O)=O)cc2)c1OCc1ccccc1F	4.2	0.0	65*	0.9	-9	5	-5	0.9	-0.5	-2
O=C(CN1C(=O)CSc2cc(S(=O)(=O)N3CCCCCC3)ccc21)NCCc1ccccc1	3.1	-0.4	33	0.9	1	-19	4	0.9	0.1	-5
CCOC(=O)N1CCN(S(=O)(=O)c2ccc(OCC(=O)OC)c(C)c2)CC1	0.6	-0.1	-10	0.9	-9	-46	-6	0.9	-0.1	-1
Clc1ccc(CON/C=N/c2ncnc3sccc23)c(Cl)c1	5.0	-1.2	-4	0.8	-9	.	-6	0.9	-0.2	3
CC(=O)c1ccc(NC(=O)C(C)N(C)CC(=O)Nc2ccc(N3CCOCC3)cc2)cc1 (centres undefined)	3.6	-0.2	7	1	-10	5	-1	0.9	-0.2	-6
Cc1cc(C)cc(NC(=O)/C=C/c2ccc([N+](=O)[O-])s2)c1	3.8	0.6	82*	1	-4	-2	1	1.1	0.2	0
CCOc1ccc(OCC)c(NC(=O)C2C3C=CC(O3)C2C(=O)NCc2ccco2)c1 (centres undefined)	1.1	1.3	-1	0.9	-6	-19	-3	0.7	-0.1	-2
COc1ccccc1/C=N\N=C(\N)c1ccccn1	0.5	-0.2	10	0.9	-7	-11	-6	0.9	-0.1	-2
COc1ccc(-c2nnc(SCc3ccccc3F)o2)cc1	2.4	1.0	-2	1	-16	.	-2	1	0.2	2
c1coc(-c2nc3nc4ccccc4n3nc2-c2ccco2)c1	3.1	0.3	-3	0.8	2	4	12	1	-0.4	3
O=C(NCCO)c1ccc(Oc2ccc(C(F)(F)F)cc2[N+](=O)[O-])cc1	1.2	-0.3	-2	1	-6	2	-6	1	-0.1	1
CCOc1cc(C2C(C(=O)OC)=C(C)N=C3SCCC(=O)N32)ccc1OC(C)=O (centres undefined)	1.4	-0.2	-2	0.9	-7	-21	0	1	-0.3	-6
CC1(C)CC(=O)C2=C(C1)Nc1ccccc1NC2	1.4	-0.3	26	1	-10	-9	-2	0.6	-0.2	0
O=C(CNC(=O)c1ccc(N2C(=O)c3ccccc3C2=O)cc1)OCC(=O)c1ccc(Cl)cc1	0.8	0.1	42	1	7	-4	-7	1.1	0.0	0
CCN(CC(=O)NC(c1ccccc1)c1ccccc1)Cc1nc2ccccc2c(=O)[nH]1	0.4	-3.3	54*	1.1	-65	.	-15	1	0.2	0
Cc1ccc2c(c1)NCC(C(=O)NC1CCCCC1)O2 (centres undefined)	0.1	1.2	2	1	-9	.	-7	0.9	-0.2	1
C/C(=N\NC(=O)CN(c1ccccc1)S(=O)(=O)c1ccccc1[N+](=O)[O-])C(C)(C)C	-0.3	0.4	90*	0.8	-17	-9	-5	0.9	-0.3	-5
CCc1c(C)nc2ncnn2c1N1CCC(C(=O)NCc2cccs2)CC1	2.4	-0.4	4	.	-13	3	-4	.	-0.4	-2
CC1(C)C(=O)Nc2ccccc2N1C(=O)CSc1nc(-c2ccccc2)cs1	4.6	-0.2	3	1	-76	0	-1	0.9	-0.1	0
COc1nc(NCCc2ccc(OC)c(OC)c2)nc(OC)n1	0.3	2.7	0	0.9	-5	10	3	0.8	-0.3	4
O=c1c2ccccc2c2ccccc2c(=O)n1Cc1ccco1	1.9	-3.1	-6	1	-14	8	-2	0.9	-0.2	1
CC1=C(C(=O)Nc2cccc([N+](=O)[O-])c2)C2(CCC(C)CC2)OC1=O (centres undefined)	0.8	-1.4	24	1.1	4	3	-4	1.1	-0.4	-3
Cc1cccc(N=Nc2c(C)nn(-c3ccccc3)c2N)c1C	5.5	-0.6	13	0.6	-7	18	9	0.8	0.0	-5

Following part:
SMILES	RAM network inh	DTT redox prof	Lmaj promast	PMI act	TNAP inh no acc	S1P3 antagonist	TNAP inh hiacc	PMI act satM6P	Hsp70 activator	HMGR II inh
CN(C)S(=O)(=O)c1ccc(C(=O)Nc2ccc(F)cc2F)cc1	0.3	-3.4	-3	0.9	-15	10	-4	0.9	-0.1	0
Brc1ccc(-c2csc(/N=C/N3CCCC3)n2)cc1	0.2	-3.9	-2	0.9	-1	-18	1	0.9	-0.2	-3
N/C(Cc1ccc([N+](=O)[O-])cc1)=N\OC(=O)CC1CCCCC1	-1.5	-0.6	25	1	-12	-21	5	1.1	0.0	-2
COc1ccc(S(=O)(=O)N2CCCC2C(=O)NCc2ccccc2Cl)cc1 (centres undefined)	0.2	-0.5	-2	1	-3	6	-3	1	-0.3	1
Cc1cc(OCc2nc(-c3ccncc3)no2)cc(C)c1Cl	3.0	3.1	-2	.	-13	-15	-2	.	-0.2	-2
CCC(=O)c1ccc(O)cc1	2.2	-0.5	-6	1.1	-6	-6	0	1	-0.3	-7
CCN1C(=O)c2cccc3c(S(=O)(=O)Nc4nc(C)cs4)ccc1c23	0.7	1.8	-8	0.8	-8	-4	-3	0.6	-0.4	2
Cc1cc(F)c(F)c(C(=O)N2CCN(C)CC2)c1Cl	0.2	0.2	-3	1.2	-8	26	2	1.1	-0.4	0
O=C(NC(NC(=S)Nc1ccc(Cl)cc1)C(Cl)(Cl)Cl)c1ccco1 (centres undefined)	2.7	2.7	15	0.9	-6	0	-4	1	-0.1	0
Cc1oc(-c2cc(F)cc(F)c2)nc1CN1CCSCC1	2.2	-1.6	0	0.8	0	6	2	0.9	-0.3	2
CC(C)CC(COCc1ccc(Cl)cc1)N1CCN(C(=O)c2ccc(Cl)cc2Cl)CCC1=O (centres undefined)	9.4*	1.3	48	1	-2	-5	-6	1	-0.2	-3
C=CCNC(=S)Nc1cccc2[nH]ncc12	-0.2	-2.2	7	0.8	-10	-9	0	0.5	0.1	-3
Cc1nc(SCC(=O)c2cccs2)c2oc3ccccc3c2n1	2.0	0.1	4	1	3	.	-3	1	1.3	0
CC(CP(=O)(O)O)NC(=O)Cc1ccccc1 (centres undefined)	-0.1	1.0	2	0.9	-12	-11	-5	1	0.4	2
O=C(O)c1cc(-c2ccc(/C=N/N3C(=O)C4C5C=CC(CC5)C4C3=O)o2)ccc1Cl (centres undefined)	3.1	-0.3	-5	1	-11	-1	-6	0.9	-0.1	0
